Screens (PubChem BioAssay)
NTR1 agonist: agonists of NTR1, primary screen, imaging, U2OS cells, beta-arrestin-GFP, high content (AID 493036) | 0.17% of 330,000 active | NTR1-U2OS beta-arrestin-GFP spot imaging, agonist mode | activation, % at 20 µM;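 active means activation at or above 40% of the spot to cytoplasm intensity ratio, with at least 20 cells analyzed; inconclusive means wells under 20 cells, flagged as cytotoxic or low count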;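 further: 0% = DMSO without peptide and 100% = 100 nM NTR1 peptide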
Target sequence (P30989 whole entry, looked up): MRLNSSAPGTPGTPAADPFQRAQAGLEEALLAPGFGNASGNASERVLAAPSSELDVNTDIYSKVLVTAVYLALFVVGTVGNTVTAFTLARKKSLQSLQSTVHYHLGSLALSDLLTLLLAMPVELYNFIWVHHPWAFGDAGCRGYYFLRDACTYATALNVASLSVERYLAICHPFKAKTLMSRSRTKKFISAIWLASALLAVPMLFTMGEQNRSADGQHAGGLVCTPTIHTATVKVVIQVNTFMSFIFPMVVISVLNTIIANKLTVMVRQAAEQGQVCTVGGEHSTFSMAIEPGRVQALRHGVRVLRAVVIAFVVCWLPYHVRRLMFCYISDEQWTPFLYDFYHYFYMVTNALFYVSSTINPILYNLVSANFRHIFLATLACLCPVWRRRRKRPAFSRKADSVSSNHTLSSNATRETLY
K1F lysis inhibition: protection from phage-mediated lysis, alamar blue read-out – E. coli UTI89, K1F phage, bacterial capsule biogenesis inhibitors (AID 488966) | E. coli UTI89 K1F phage lysis, alamar blue, 2 h; higher % means a stronger effect | inhibition, % at 100 µM, or IC50 in µM where a hit was titrated | 0.02% of 340,000 active;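 active means phage lysis inhibition, versus mean bacterial control, above a set limit; inconclusive means no clear call, values can overlap the other calls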;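 further: capsule biogenesis inhibitors block K1F phage lysis so surviving cells raise fluorescence; higher fluorescence means more inhibition of phage lysis; actives were called in the ten point dose series up to 300 µM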
Dengue-2 NS5 capping: flavivirus cap methylation enzyme inhibition – biochemical, confirmation dose response, primary screen (AID 588689); Dengue-2 NS5 methyltransferase capping enzyme assay, biochemical; higher % means a stronger effect; one-dose inhibition, % at 25 µM; IC50 in µM for titrated hits; 0.3% of 340,000 active; in the data active means a potency from the dose series; inconclusive means inhibition above about 29% without an active follow-up result
West Nile antiviral: inhibition of WNV-induced cytopathic effect – cell-based, CPE readout (AID 1621); West Nile virus-infected cells, CPE inhibition; higher % means a stronger effect; CPE inhibition, % at 10 µM, or IC50 in µM where a hit was titrated; 0.02% of 290,000 active; in the data active means a potency from the dose series; inconclusive means CPE inhibition mostly from about 3.7% at the one dose, without a potency; inactive means the rest, 99 in 100 with CPE inhibition below about 2.2%; further: strong numbers were not always called active
Salmonella PhoP GFP: PhoP-dependent GFP reporter repression – Salmonella Typhimurium, primary screen (AID 1863) | S. Typhimurium PhoP-regulated promoter GFP reporter, 4 h; higher % means a stronger effect | one-dose inhibition, % at 50 µM; IC50 in µM for titrated hits | 0.16% of 300,000 active;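 active means inhibition over 29.93%, a cutoff 3 SD above the screen mean, later confirmed by dose response; inconclusive means inhibition over 29.93% but no dose response follow-up; inactive means inhibition at most 29.93% or unconfirmed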;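 further: 0% = low Mg2+ inducing control and 100% = high Mg2+ repressing control; strong numbers were not always called active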
Large T inhibition: SV40 large T antigen inhibitors, biochemical (AID 1903); inhibition, % at 20 µM; hits with a dose series show IC50 in µM; 0.39% of 310,000 active; SV40 large T antigen ATPase/helicase inhibition assay; higher % means a stronger effect; in the data active means a potency from the dose series; inconclusive means inhibition mostly from about 32% at the one dose, without a potency; inactive means the rest, 99 in 100 with inhibition below about 32%; further: strong numbers were not always called active
T cell modulator: T cell immune modulation candidate. 2C CD8+ T cell-vesicle binding, flow cytometry; stronger effect = lower value. 0.068% of 330,000 active. calls only at 7 µM;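 active means response, share of CD8 T cells binding vesicles, and their 90th percentile fluorescence all below set limits, cut at about 80% in these data, passing the limit was not always enough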
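Benchmarks: naked versus QL9-loaded vesicles / Assay system: purified 2C TCR transgenic mouse naive CD8+ T cells / Technique: high-throughput flow cytometry with anti-B7-1 and anti-CD8 staining / Timing: Cell–vesicle co-incubation 1.5 h at 37 °C, staining 20 min on ice / Read-out: percent CD8+ FL2 mean versus row control / Probe or stimulus: QL9-loaded Drosophila micro-vesicles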
RSV CPE inhibition: RSV antiviral activity via CPE protection, HEp-2 cells, primary 10 µM value included (AID 2391) | 0.13% of 310,000 active | CPE inhibition, % at 10 µM; hits with a dose series show IC50 in µM | HEp-2 cells, RSV-induced CPE inhibition; higher % means a stronger effect; in the data active means a potency from the dose series; inconclusive means CPE inhibition mostly from about 23% at the one dose, without a potency; inactive means the rest, 99 in 100 with CPE inhibition below about 21%; further: strong numbers were not always called active
MgcRacGAP inhibition: MgcRacGAP GTPase-activating activity inhibitors, confirmation, biochemical, ADP Hunter fluorescence | MgcRacGAP-stimulated Rac1 GTP hydrolysis, ADP Hunter fluorescence; higher % means a stronger effect; GST-tagged Rac1 F28L mutant substrate | inhibition, % at 30 µM; hits with a dose series show IC50 in µM | 0.6% of 340,000 active | AID 624330;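 active means first-screen hits whose inhibition reached a set limit at any dose in the follow-up dose series; inconclusive means inhibition above the set first-screen limit but never retested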;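 further: fluorescence reports GDP produced by GAP-driven GTP hydrolysis; strong numbers were not always called active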
T cell modulator vesicle-bound %: also measured in T cell modulator; calls as there; double positive events, %; measured here: CD8+ vesicle-bound cell fraction;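 binding gate set so that unloaded-vesicle control wells show 10% double positive cells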
NTR1 agonist cell count 20 µM: second read-out of NTR1 agonist, no call of its own (marks repeat the call); cell count; measured here: cell count, cytotoxicity flag
Dengue-2 NS5 capping pilot replicate: second read-out of Dengue-2 NS5 capping, no call of its own (marks repeat the call); inhibition, %; measured here: pilot screen replicate inhibition
Active calls of the source: *; i = inactive; ? = inconclusive; . = no result given; & = joins results of further samples; [ ] = dose if it differs, or a comment.

SMILES | NTR1 agonist | NTR1 agonist cell count 20 µM | K1F lysis inhibition | Dengue-2 NS5 capping | West Nile antiviral | Salmonella PhoP GFP | Large T inhibition | T cell modulator | T cell modulator vesicle-bound % | RSV CPE inhibition | MgcRacGAP inhibition | others
CC1(C)CC2CC(C)(CN2C(=S)Nc2ccccc2F)C1 (centres undefined) | -1.0 | 40 | 0.1% | -2% | -0.6% | 0% | 12% | i | 53 | -0.8% | -12%
CC(C)Cn1c(N)c(C(=O)COC(=O)c2cc(-c3ccccc3)nc3ccccc23)c(=O)n(C)c1=O | -3.3 | 58 | 0.8% | 12% | -0.8% | -7% | -2%&-2% | i | 20 | 5.9% | 3%
CC(C)[C@H](NC(=O)C1CCC(CNC(=O)[C@@H]2CCCN2C(=O)OC(C)(C)C)CC1)C(=O)O (some centres undefined) | 1.6 | 91 | -0.1% | 3% | -0.2% | . | . | . | . | . | 4%
C[C@@]12CCC=C[C@H]1[C@H](c1ccc3ccccc3c1Br)N(Cc1ccccc1)C2=O | 18 | 67 | -0.5% | -9% | 0.9% | 3% | . | i | 11 | . | 5%
Cc1cc2cc(CNC(=O)Nc3ccccc3)ccc2n1C | -1.9 | 63 | 0.3% | ? | -0.9% | 0% | 5% | i | 19 | 1.0% | 9%
CC(CN1CCN(C)CC1)OC(=O)c1ccccc1 (centres undefined) | 0.9 | 50 | 0.9% | 7% | 0.1% | 7% | 11% | i | 32 | 1.1% | 3%
CCOc1ccc(CNC(=O)CCn2c(=O)oc3ccccc32)cc1OC | 1.9 | 61 | 0.1% | 1% | 0.2% | -2% | 7% | i | 33 | 9.3% | 3% | Dengue-2 NS5 capping pilot replicate=4.2
Cc1ccc(C)c(S(=O)(=O)N2CCN(C(=O)CSc3ccccc3F)CC2)c1 | 1.0 | 56 | 0.5%[50 µM] | 4% | -0.9% | -3% | 25% | i | 14 | 3.3% | 9%
S=C(c1ccc(Cl)cc1)N1CCN(Cc2ccccc2)CC1 | 2.2 | 28 | -0.9% | -4% | -1.2% | 8% | 2% | i | 54 | -0.8% | 8%
COCCn1cnnc1SCC(=O)Nc1cccc(S(=O)(=O)N(C)c2ccccc2)c1 | 0.4 | 61 | -1.8% | 2% | -0.9% | 8% | 5% | i | 45 | 1.7% | 4%
C=CCN1C(=O)c2ccccc2C1(O)Cc1ccccc1 (centres undefined) | 0.9 | 83 | 0.3% | -1% | 0.4% | 7% | 2% | i | 26 | 0.6% | 6%
COc1cc(Cl)cc(C2NC(=O)NC(C)=C2C(=O)NCc2ccccc2)c1O (centres undefined) | 0.8 | 47 | -0.3%[50 µM] | -2% | 0.1% | 0% | -2% | i | 24 | 1.6% | 6%
O=C(CSc1nc(N2CCCCC2)nc(N2CCCCC2)n1)Nc1nccs1 | 2.3 | 57 | 0.5% | . | 0.1% | 9% | -4% | i | 33 | 2.2% | 17%
Cc1c[n+](C)ccc1CC1C([N+](=O)[O-])=C[N-]c2ncnn21 (centres undefined) | . | . | -0.4% | 4% | 0.1% | 1% | 15% | . | . | . | 4%
COc1cc2c(cc1OC)C(c1cc3cccc(C)c3[nH]c1=O)N(C(=O)c1ccco1)CC2 (centres undefined) | -1.1 | 43 | -1.4% | -8% | -0.7% | 6% | 5% | i | 35 | 8.0% | 8%
Cc1ccc(OCCSc2nc3ccccc3n2CC(=O)O)c(C(C)C)c1 | 0.8 | 77 | -0.4% | 3% | 0.6% | 5% | 13% | i | 25 | 2.4% | 10%
O=C(NCC1CCCO1)c1cc(S(=O)(=O)Nc2ccc(Br)cc2)ccc1Cl (centres undefined) | 3.7 | 26 | -0.9% | -3% | -0.7% | -7% | -5% | i | 22 | 17% | -10%
C/C(N)=C(/C#N)C(=O)CSc1nc2ccccc2c(=O)n1CCCOC(C)C | -2.0 | 76 | 0.0% | -3% | -0.2% | 1% | 13% | i | 28 | 0.4% | 11%
O=C(OCC(=O)N1CCc2ccccc21)c1c2c(nc3ccccc13)CCCC2 | 8.4 | 65 | 8.7% | -11% | 0.4% | 2% | 2% | i | 30 | 16% | 5%
CCOc1cccc(C(=O)Nc2nnc(-c3cccs3)s2)c1 | 0.0 | 56 | 0.6% | 3% | 0.2% | -8% | 4% | i | 16 | 1.2% | 3%
O=C(Nc1ccc(Nc2ccccc2)cc1)c1ccc(Br)o1 | 2.5 | 61 | 0.7% | -3% | . | -9% | 6% | i | 24 | 2.4% | 26% | Dengue-2 NS5 capping pilot replicate=-0.5
CCOC(=O)c1c(NC(C)=O)sc2c(O)c(Br)cc(Br)c12 | . | . | -1.6%[50 µM] | 7% | -0.6% | -7% | 57µM* | i | 44 | 5.9% | ?
O=C(c1ccc(S(=O)(=O)Cc2ccccc2Cl)c([N+](=O)[O-])c1)N1CCN(c2ccccn2)CC1 | 2.7 | 63 | 1.8% | -4% | 3.0% | 3% | 0% | i | 47 | 0.7% | 2%
c1ccc(Cc2nn3c(C4COc5ccccc5O4)nnc3s2)cc1 (centres undefined) | -0.3 | 55 | 2.7% | 5% | -1.2% | 1% | 19% | i | 7 | 3.7% | 3%
O=C(COC(=O)c1cccnc1Cl)Nc1cc(S(=O)(=O)N2CCCCC2)ccc1Cl | 1.4 | 67 | 0.4% | 1% | -0.4% | 2% | 4% | i | 30 | -0.5% | 10%

Of the compounds above, these contain a thiophene ring, fused or not:
SMILES | NTR1 agonist | NTR1 agonist cell count 20 µM | K1F lysis inhibition | Dengue-2 NS5 capping | West Nile antiviral | Salmonella PhoP GFP | Large T inhibition | T cell modulator | T cell modulator vesicle-bound % | RSV CPE inhibition | MgcRacGAP inhibition | others
CCOc1cccc(C(=O)Nc2nnc(-c3cccs3)s2)c1 | 0.0 | 56 | 0.6% | 3% | 0.2% | -8% | 4% | i | 16 | 1.2% | 3%
CCOC(=O)c1c(NC(C)=O)sc2c(O)c(Br)cc(Br)c12 | . | . | -1.6%[50 µM] | 7% | -0.6% | -7% | 57µM* | i | 44 | 5.9% | ?

Returning to the listing; the 2 compounds before the break are reprinted first.
SMILES | NTR1 agonist | NTR1 agonist cell count 20 µM | K1F lysis inhibition | Dengue-2 NS5 capping | West Nile antiviral | Salmonella PhoP GFP | Large T inhibition | T cell modulator | T cell modulator vesicle-bound % | RSV CPE inhibition | MgcRacGAP inhibition | others
c1ccc(Cc2nn3c(C4COc5ccccc5O4)nnc3s2)cc1 (centres undefined) | -0.3 | 55 | 2.7% | 5% | -1.2% | 1% | 19% | i | 7 | 3.7% | 3%
O=C(COC(=O)c1cccnc1Cl)Nc1cc(S(=O)(=O)N2CCCCC2)ccc1Cl | 1.4 | 67 | 0.4% | 1% | -0.4% | 2% | 4% | i | 30 | -0.5% | 10%
CC1(C)CC(NC(=O)c2cccc(S(=O)(=O)Nc3cccc(Cl)c3)c2)CC(C)(C)N1 | 2.3 | 60 | 0.6%[50 µM] | -10% | . | . | . | i | 41 | 0.0% | 2%
C=CCOC(=O)C1=C[C@@H](c2cn(C(C)=O)c3ccccc23)C[C@@H](OCc2ccc(CO)cc2)O1 | 5.0 | 57 | 0.3% | 0% | 0.1% | . | 9% | . | . | 5.1% | 7%
COC(=O)c1c(NC(=O)c2ccc(Br)o2)sc(C)c1C | 1.0 | 84 | 0.2% | -8% | 0.3% | 1% | 5% | i | 54 | -1.1% | -5%
CCC(=O)c1ccc(OCCn2cncn2)cc1 | 1.0 | 70 | 2.2% | 5% | 0.1% | 1% | 7% | i | 67 | 0.9% | -1%
C[C@@H]1CC=C[C@H]2[C@H]1C(=O)N(Cc1ccccc1)[C@H]2c1ccc(-c2ccc(F)cc2)cc1F | 2.1 | 98 | 1.8% | -7% | -0.7% | -4% | 10% | i | 38 | -1.6% | 14%
COc1ccc(CNCCNC(=O)c2ccco2)c(OC)c1OC | -0.2 | 82 | -0.7% | 1% | -0.5% | 5% | 12% | i | 20 | 1.4% | 10%
CC(C)CC(=O)Nc1ccc2oc(-c3cccnc3)nc2c1 | -0.1 | 45 | 0.1% | -1% | 0.3% | 0% | 7% | i | 37 | -0.2% | 13%
Cc1c(NC(=O)c2ccccc2NS(=O)(=O)c2ccc(F)cc2)c(=O)n(-c2ccccc2)n1C | -0.3 | 55 | 0.1% | 2% | -0.6% | -12% | 0% | i | 8 | 0.9% | 15%
Cc1cccc(-n2c(-c3csc4ccccc34)n[nH]c2=S)c1 | 3.7 | 47 | 7.8% | -3% | -0.7% | 1% | 10% | i | 48 | 2.5% | 13%
Cc1[nH][nH]c(=O)c1C(c1c(C)[nH][nH]c1=O)c1cn(Cc2cccc3ccccc23)c2ccccc12 | 5.1 | 57 | 0.9% | 29% | 0.2% | 2% | 2% | i | 39 | 2.1% | 0%
O=C1NC(NS(=O)(=O)c2ccccc2)(C(F)(F)F)C(=O)N1c1ccc(F)cc1 (centres undefined) | 1.1 | 68 | 0.3% | 0% | 0.4% | -13% | 16% | i | 35 | 0.8% | 10%
COC(=O)c1sccc1NC(=O)c1cc(-c2cccc(C)c2)nc2ccccc12 | 10 | 55 | 0.5% | -9% | 2.5% | 5% | 3% | i | 16 | . | 8%
CN(Cc1ccc(Cl)cc1)C(=O)c1ccc2ccccc2n1 | 1.9 | 40 | 0.3% | -5% | -1.0% | -3% | 3% | i | 32 | 6.5% | 9%
COc1cc(/C=C2\N=C(c3ccccc3)OC2=O)ccc1OC(C)=O | 0.0 | 53 | 8.7% | -11% | -0.3% | 9% | 3% | i | 53 | -0.1% | 18%
CCOC(=O)c1sc(NC(=O)CSc2nc3c(cc2C#N)CCCCC3)c(C#N)c1C | 3.9 | 55 | 0.2% | -6% | 0.0% | -9% | 7% | i | 35 | 5.6% | 6%
Cc1ccccc1NC(=O)c1ccc(CN(c2ccccc2)S(=O)(=O)c2ccccc2)cc1 | 0.0 | 70 | 0.5% | -3% | -1.4% | 3% | 3% | i | 5 | 8.9% | 9%
CCOc1ccc(OCC)c(NS(=O)(=O)c2cccc3nsnc23)c1 | -1.3 | 90 | 0.3% | -9% | -1.0% | -9% | 12% | i | 38 | 2.3% | 3%
O=C(CC1Nc2ccccc2NC1=O)Nc1ccccc1 (centres undefined) | 5.7 | 86 | -0.3% | -16% | . | -14% | 11% | i | 25 | 2.7% | 0%
